# Screens as filed in PubChem BioAssay.
# RGS8-Gao: RGS8-Galphao binding modulators, primary screen, biochemical, multiplexed bead flow cytometry; actives lie on both sides; Guanine nucleotide-binding protein G(o) subunit alpha (Homo sapiens), P09471; actives 0.34% (n = 220,000); response (percent of control binding), % at 10 µM; AID 1423, 2008; in the data active = response below about 60% or above about 140%; inactive = in between;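 note: Galphao activated as the GDP aluminium fluoride complex binding bead-coupled RGS8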
# Target sequence (P09471 whole entry, looked up): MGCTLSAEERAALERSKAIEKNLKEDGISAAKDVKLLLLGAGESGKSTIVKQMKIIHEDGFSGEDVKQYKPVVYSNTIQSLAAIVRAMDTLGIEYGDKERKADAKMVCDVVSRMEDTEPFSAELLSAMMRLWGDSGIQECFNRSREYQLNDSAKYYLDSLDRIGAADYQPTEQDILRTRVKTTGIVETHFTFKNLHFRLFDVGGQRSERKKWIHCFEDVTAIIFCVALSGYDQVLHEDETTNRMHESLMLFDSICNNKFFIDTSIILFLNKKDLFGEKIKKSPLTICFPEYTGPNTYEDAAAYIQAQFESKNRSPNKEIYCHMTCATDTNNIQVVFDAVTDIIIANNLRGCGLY
# Mcl1-Noxa inh: Mcl-1/Noxa binding inhibitors, primary screen, biochemical, TR-FRET, 1536-well; inhibition, % at 21.7 µM; actives 1.5% (n = 220,000); AID 1022, 2008; TR-FRET Mcl-1/Noxa peptide binding, 2 h;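 active = compounds that cut the protein-peptide binding signal by more than 50% relative to plate controls in a single-dose test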;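 note: His-tagged Mcl-1 with rhodamine Noxa BH3 peptide and terbium anti-His antibody; 0% = Mcl-1 plus Noxa peptide wells and 100% = peptide-only wells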
# RGS7-Gao: RGS7-Galphao binding modulators, primary screen, biochemical, multiplexed bead flow cytometry; actives lie on both sides; binding response (% of control), % at 10 µM; actives 0.35% (n = 220,000); Guanine nucleotide-binding protein G(o) subunit alpha (Homo sapiens), P09471; in the data active = binding response below about 49% or above about 150%; inconclusive = no clear call, values can overlap the other calls; inactive = in between;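 note: fluorescent Galphao held in activated GDP-AlF4 state binding bead-coupled RGS7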
# Bfl-1 Bim block: inhibitors of Bim binding to Bfl-1, primary screen, biochemical, multiplexed, bead-based flow cytometry | inhibition, % at 10 µM | actives 0.12% (n = 190,000) | Bim-Bfl-1 binding inhibition | AID 1008, 2008;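 note: 0% = wells without compound plus tracer and 100% = blocker peptide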
# Bim-Bcl-XL: inhibitors of Bim-Bcl-XL binding, primary screen, biochemical, multiplexed, bead flow cytometry, human Bcl-XL; Bcl-2-like protein 1 (Homo sapiens), Q07817; AID 1007, 2008; actives 0.04% (n = 190,000); inhibition, % at 10 µM; Bim peptide-Bcl-XL binding, fluorescence
# Bcl-B Bim block: inhibitors of Bim-Bcl-B binding, primary screen, biochemical, multiplexed, human Bcl-2 family; Bcl-2-like protein 10 (Homo sapiens), Q9HD36; bead-based flow cytometry, Bim peptide-Bcl-B binding; inhibition, % at 10 µM; actives 0.073% (n = 190,000); AID 951, 2007;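 note: 0% = tracer peptide without compound and 100% = reference inhibitor peptide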
# Target sequence (Q9HD36 whole entry, looked up): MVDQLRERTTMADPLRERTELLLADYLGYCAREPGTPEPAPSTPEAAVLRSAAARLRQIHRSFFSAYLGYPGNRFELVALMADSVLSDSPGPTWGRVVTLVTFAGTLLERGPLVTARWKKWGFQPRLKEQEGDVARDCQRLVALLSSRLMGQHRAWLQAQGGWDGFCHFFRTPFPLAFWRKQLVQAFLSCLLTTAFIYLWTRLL
# RGS4-Gao reg: modulators of RGS4 binding to Galphao, primary screen, biochemical, multiplexed bead flow cytometry; Guanine nucleotide-binding protein G(o) subunit alpha (Homo sapiens), P09471; actives lie on both sides; binding response (% of control), % at 10 µM; actives 0.33% (n = 220,000); in the data active = binding response below about 49% or above about 150%; inactive = in between;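 note: fluorescent Galphao activated with aluminum fluoride binding bead-coupled RGS4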
# Mcl1 Bid PPI: Mcl-1/Bid binding inhibitors, primary screen, biochemical, TR-FRET, 1536-well. Induced myeloid leukemia cell differentiation protein Mcl-1 (Homo sapiens), Q07820. inhibition, % at 21.7 µM. actives 0.97% (n = 220,000). TR-FRET Mcl-1/Bid-Dy647 peptide binding. AID 1021, 2008;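 active = compounds that cut the binding signal by more than half at the single screening dose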;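 note: His-tagged Mcl-1 with europium anti-His antibody binding Bid BH3 peptide; 0% = Mcl-1 plus peptide wells and 100% = peptide-only wells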
# Bcl-W Bim block: inhibitors of Bim binding to Bcl-W, primary screen, biochemical, multiplexed, bead-based flow cytometry; Bim peptide-Bcl-W binding; inhibition, % at 10 µM; actives 0.02% (n = 190,000); AID 952, 2007;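 note: 0% = bound tracer without compound and 100% = peptide blocker; higher means less fluorescent Bim peptide bound to Bcl-W beads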
# Target sequence (Q92843 whole entry, looked up): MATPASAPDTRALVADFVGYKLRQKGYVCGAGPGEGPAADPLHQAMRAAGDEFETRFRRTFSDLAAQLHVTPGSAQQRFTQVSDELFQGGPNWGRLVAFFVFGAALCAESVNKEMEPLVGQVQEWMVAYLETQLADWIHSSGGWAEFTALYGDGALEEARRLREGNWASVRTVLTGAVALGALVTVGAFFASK
# Bim-Mcl-1: inhibitors of Bim peptide binding to Mcl-1, primary screen, biochemical, bead-based flow cytometry, multiplex | Induced myeloid leukemia cell differentiation protein Mcl-1 (Homo sapiens), Q07820 | Bim peptide-Mcl-1 binding | inhibition, % at 10 µM | actives 0.1% (n = 190,000);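 note: 0% = no compound tracer wells and 100% = peptide blocker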
# Bim-Bcl-2: inhibitors of Bim-Bcl-2 binding, primary screen, biochemical, multiplexed, human Bcl-2 family; actives 0.06% (n = 190,000); Bead-based flow cytometry, Bim peptide-Bcl-2 binding; inhibition, % at 10 µM; AID 950, 2007; in the data active = inhibition above about 40%; inconclusive = no clear call, values can overlap the other calls;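 note: 0% = no compound wells with probe peptide and 100% = reference peptide inhibitor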
# Target sequence (P10415 whole entry, looked up): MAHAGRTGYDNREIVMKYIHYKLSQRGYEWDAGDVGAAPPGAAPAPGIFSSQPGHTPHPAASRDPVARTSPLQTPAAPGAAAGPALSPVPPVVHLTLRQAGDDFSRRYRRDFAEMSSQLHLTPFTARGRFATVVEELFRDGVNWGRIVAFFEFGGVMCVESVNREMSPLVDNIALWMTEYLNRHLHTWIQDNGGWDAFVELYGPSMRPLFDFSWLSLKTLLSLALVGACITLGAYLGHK
# * marks the source's active call; other numbers are inactive results; ? = inconclusive; . = no result given. Cut-off read from the data, not from the text of the source, unless noted: active = inhibition above about 40%. The order is random; 2.7% or so of the library scored in one or more.
[1] CCOC(=O)c1cc2occc2n1Cc1c(F)cccc1Cl
[2] CC(=O)N1N=C(c2cccc([N+](=O)[O-])c2)OC1c1ccccc1Cl (centres undefined)
[3] O=C(Nc1ccc(O)cc1)C1CC=CCC1 (centres undefined)
[4] Cc1cc(OC(F)F)ccc1NC(=O)Nc1ccc([N+](=O)[O-])cc1
[5] CC1CCCC(N2C(=O)NC(NC(=O)c3ccco3)(C(F)(F)F)C2=O)C1C (centres undefined)
[6] CC(=O)Nc1ccc(S(=O)(=O)N(C)c2ccc(OCC(=O)OCC(=O)N3CCCCC3)cc2)cc1

entry no.	1	2	3	4	5	6
RGS8-Gao	103	104	100	107	102	104
Mcl1-Noxa inh	1	4	56*	3	10	11
RGS7-Gao	96	97	93	104	103	99
Bfl-1 Bim block	-6	-1	10	-3	-10	-6
Bim-Bcl-XL	-2	-1	4	-5	-3	-3
Bcl-B Bim block	-3	-2	10	-2	-4	-3
RGS4-Gao reg	97	100	84	101	100	100
Mcl1 Bid PPI	-19	-29	-59	-8	2	-20
Bcl-W Bim block	-1	0	8	-3	2	-1
Bim-Mcl-1	-3	0	6	-5	-3	-2
Bim-Bcl-2	-7	-5	10	-2	-9	-4

[7] CN(C)S(=O)(=O)c1ccc(Cl)c(NC(=O)CN2C(=O)NC(C)(C3CC3)C2=O)c1 (centres undefined)
[8] CCc1oc(C(=O)O)cc1CN(CC)CC
[9] COC(=O)c1ccccc1NC(=O)C1CC(=O)N(c2ccc(C)c(C)c2)C1 (centres undefined)
[10] O=C(c1ccco1)N1CCN(C2=NS(=O)(=O)c3ccccc32)CC1
[11] O=C(CC1SC(=NC2CCCCC2)NC1=O)Nc1ccccc1 (centres undefined)
[12] O=S(=O)(N/N=C1/CC(c2ccccc2)Oc2ccccc21)c1ccc(Br)cc1 (centres undefined)

entry no.	7	8	9	10	11	12
RGS8-Gao	97	100	97	97	99	98
Mcl1-Noxa inh	8	21	1	12	5	-23
RGS7-Gao	?	101	97	95	100	96
Bfl-1 Bim block	.	-3	-10	-12	-8	-18
Bim-Bcl-XL	.	-4	-13	-19	-3	-9
Bcl-B Bim block	.	0	-6	-9	-5	-11
RGS4-Gao reg	98	102	96	94	103	96
Mcl1 Bid PPI	-13	16	-21	-17	-14	-28
Bcl-W Bim block	.	-1	2	-3	0	-1
Bim-Mcl-1	.	-5	0	0	-1	-5
Bim-Bcl-2	.	-5	-7	-9	-2	-9

[13] CCc1nnc(NS(=O)(=O)c2ccc(NC(=O)c3cccc4ccccc34)cc2)s1
[14] C=C(C)CSc1cc(C)c(C#N)c2nc3ccccc3n12
[15] COc1cccc(C2C(C(=O)Nc3ccccc3)=C(C)N=c3s/c(=C/c4ccc(OCC(=O)O)cc4)c(=O)n32)c1 (centres undefined)
[16] COc1ccc(-c2cnc(NCc3cc4c(cc3[N+](=O)[O-])OCO4)n2C)cc1
[17] C[C@@H](C(=O)Nc1ccc2ccccc2c1)[C@H]1C[C@]1(C)[C@H](NC(=O)c1cnccn1)c1ccccc1
[18] CCOC(=O)N1CCN(CC(=O)N2c3ccccc3CCc3ccccc32)CC1

entry no.	13	14	15	16	17	18
RGS8-Gao	106	94	90	99	100	103
Mcl1-Noxa inh	-12	50	22	15	3	14
RGS7-Gao	99	97	96	102	99	101
Bfl-1 Bim block	-2	8	-3	-1	-1	-4
Bim-Bcl-XL	-1	-2	-4	-6	-1	-4
Bcl-B Bim block	-1	-5	-2	-12	-5	0
RGS4-Gao reg	101	96	95	101	99	105
Mcl1 Bid PPI	3	-9	-5	-42	1	18
Bcl-W Bim block	0	0	-4	-1	-5	-2
Bim-Mcl-1	0	-4	-2	-4	-2	1
Bim-Bcl-2	0	3	-6	-3	-2	-2

[19] CCNc1nc(C23CC4CC(CC(C4)C2)C3)cs1
[20] CCCNS(=O)(=O)c1ccc(OCC(=O)NCc2ccco2)cc1
[21] O=C(NCc1ccco1)C1CC(=O)N(c2ccc(F)cc2)C1 (centres undefined)
[22] Cc1ccc(-c2nn3c(C)nnc3s2)cc1NC(=O)c1ccc(-c2cccc(Cl)c2)o1
[23] COc1ccc(NC(=S)Nc2ccc(OCc3ccccc3)cc2)cc1OC
[24] CN1/C(=C\C=Nc2cc(S(=O)(=O)N3CCOCC3)ccc2N2CCOCC2)C(C)(C)c2ccccc21

entry no.	19	20	21	22	23	24
RGS8-Gao	99	100	105	98	.	97
Mcl1-Noxa inh	17	6	10	44	-2	21
RGS7-Gao	100	100	102	88	.	94
Bfl-1 Bim block	6	-10	-12	-6	5	-5
Bim-Bcl-XL	-4	-8	-3	-1	-1	-6
Bcl-B Bim block	0	-7	-6	-3	-5	-6
RGS4-Gao reg	100	100	102	83	.	96
Mcl1 Bid PPI	-18	-16	-22	-25	-27	-79
Bcl-W Bim block	-3	0	3	2	-3	-4
Bim-Mcl-1	0	-5	0	2	-3	-4
Bim-Bcl-2	-1	-7	-7	-8	.	-5

[25] Cc1ccccc1OCCN1C(=O)NC2(CCc3ccccc32)C1=O (centres undefined)
[26] CC(CCc1ccccc1)NC(=O)C1CCCN(C(=O)c2cc3sccc3n2C)C1 (centres undefined)
[27] COc1cccc(-c2nc3ccccc3s2)c1
[28] CCc1nnc(NC(=O)c2ccc(-c3ccccc3F)o2)s1
[29] CCOC(=O)N1CCC(NC(=O)c2ccc3c(c2)sc2nc(-c4ccccc4)cn23)CC1
[30] CCOc1cc(NC(=S)NCCCN(C)C)c(OCC)cc1NC(=O)C1CC1

entry no.	25	26	27	28	29	30
RGS8-Gao	103	99	94	99	101	97
Mcl1-Noxa inh	-8	23	13	-5	-17	8
RGS7-Gao	100	100	88	96	104	91
Bfl-1 Bim block	-12	-2	-10	-1	2	-9
Bim-Bcl-XL	-6	7	0	-2	0	-5
Bcl-B Bim block	-10	0	-32	-1	-2	-5
RGS4-Gao reg	102	101	91	91	100	94
Mcl1 Bid PPI	-32	-17	-54	-1	-32	-83
Bcl-W Bim block	-3	0	2	-1	1	0
Bim-Mcl-1	-3	0	-103	0	-2	-2
Bim-Bcl-2	-13	-1	-11	1	0	-6

[31] C/C(=N\NC(=O)C1(C)CC1(Br)Br)c1ccc(NC(=O)c2ccc(C)o2)cc1 (centres undefined)
[32] CC(=O)Nc1nc(C(F)(F)F)cs1
[33] O=c1[nH]c(/C=C2\C=Nc3ccccc32)c(O)n1Cc1ccccc1F
[34] CCOC(=O)N1CCC(N2Cc3cccc(C(=O)N4CC(C)CC(C)C4)c3C2=O)CC1 (centres undefined)
[35] CCOC(=O)c1sc(/N=C/N(C)C)c(C(=O)OCC)c1C
[36] O=C(NC(Cc1c[nH]c2ccccc12)C(=O)O)c1ccco1 (centres undefined)

entry no.	31	32	33	34	35	36
RGS8-Gao	101	99	101	101	109	103
Mcl1-Noxa inh	4	5	24	14	-4	9
RGS7-Gao	100	102	?	104	104	104
Bfl-1 Bim block	-9	-3	-2	-3	-2	-1
Bim-Bcl-XL	-3	-10	-1	-5	0	0
Bcl-B Bim block	-8	-11	0	-6	-2	-6
RGS4-Gao reg	103	101	101	104	102	104
Mcl1 Bid PPI	-10	3	-58	-2	0	-35
Bcl-W Bim block	-4	-7	0	-1	-3	1
Bim-Mcl-1	-2	-20	2	-4	-4	0
Bim-Bcl-2	-6	0	2	0	-7	-2

[37] COc1ccc(OC)c(NC(=S)NCc2cccnc2)c1
[38] O=c1[nH][nH]c(-c2ccccc2O)c1C(C[N+](=O)[O-])c1ccc(Br)cc1 (centres undefined)
[39] C=CCNCCOCCOc1ccc(Cl)cc1C(C)(C)C
[40] Cc1c(NC(=O)C(C)OC(=O)CNC(=O)c2ccccc2)c(=O)n(-c2ccccc2)n1C (centres undefined)
[41] C/C=C/Cn1c(Br)nc2c1c(=O)n(C)c(=O)n2C
[42] O=C(c1ccc(S(=O)(=O)N2CCOCC2)cc1)N1CCN(C2=NS(=O)(=O)c3ccccc32)CC1

entry no.	37	38	39	40	41	42
RGS8-Gao	103	84	102	101	100	101
Mcl1-Noxa inh	5	-4	23	16	-5	7
RGS7-Gao	100	94	101	94	98	98
Bfl-1 Bim block	0	0	-1	0	-14	-3
Bim-Bcl-XL	-3	2	-1	-2	-5	0
Bcl-B Bim block	-2	0	-1	0	-8	-1
RGS4-Gao reg	100	92	100	98	98	98
Mcl1 Bid PPI	-18	-45	58*	-22	-30	1
Bcl-W Bim block	-1	0	-2	5	-1	0
Bim-Mcl-1	-3	2	-2	5	-3	1
Bim-Bcl-2	1	0	0	6	-6	-1

[43] CCSc1ccc(-c2cccc([N+](=O)[O-])c2)nn1
[44] O=[N+]([O-])c1ccccc1Nc1ccccc1
[45] C=CCC1(O)C(=O)Nc2ccccc21 (centres undefined)
[46] CCN(CC(=O)NC1CCCCCC1)S(=O)(=O)c1ccccc1
[47] CC1Cn2c(nnc2-c2cccc(Cl)c2)S1 (centres undefined)

entry no.	43	44	45	46	47
RGS8-Gao	104	100	102	99	102
Mcl1-Noxa inh	6	-6	1	-11	-13
RGS7-Gao	97	?	101	98	102
Bfl-1 Bim block	-5	-10	-18	-8	-10
Bim-Bcl-XL	0	-11	-6	-4	-7
Bcl-B Bim block	0	-11	-11	-10	-7
RGS4-Gao reg	102	100	102	96	103
Mcl1 Bid PPI	50	-20	-15	-3	-6
Bcl-W Bim block	0	-3	-2	0	-9
Bim-Mcl-1	0	-5	-1	0	-4
Bim-Bcl-2	0	-12	-13	-8	-11

# Structures listed so far that have fluorine:
[1] CCOC(=O)c1cc2occc2n1Cc1c(F)cccc1Cl
[4] Cc1cc(OC(F)F)ccc1NC(=O)Nc1ccc([N+](=O)[O-])cc1
[5] CC1CCCC(N2C(=O)NC(NC(=O)c3ccco3)(C(F)(F)F)C2=O)C1C (centres undefined)
[21] O=C(NCc1ccco1)C1CC(=O)N(c2ccc(F)cc2)C1 (centres undefined)
[28] CCc1nnc(NC(=O)c2ccc(-c3ccccc3F)o2)s1
[32] CC(=O)Nc1nc(C(F)(F)F)cs1
[33] O=c1[nH]c(/C=C2\C=Nc3ccccc32)c(O)n1Cc1ccccc1F

entry no.	1	4	5	21	28	32	33
RGS8-Gao	103	107	102	105	99	99	101
Mcl1-Noxa inh	1	3	10	10	-5	5	24
RGS7-Gao	96	104	103	102	96	102	?
Bfl-1 Bim block	-6	-3	-10	-12	-1	-3	-2
Bim-Bcl-XL	-2	-5	-3	-3	-2	-10	-1
Bcl-B Bim block	-3	-2	-4	-6	-1	-11	0
RGS4-Gao reg	97	101	100	102	91	101	101
Mcl1 Bid PPI	-19	-8	2	-22	-1	3	-58
Bcl-W Bim block	-1	-3	2	3	-1	-7	0
Bim-Mcl-1	-3	-5	-3	0	0	-20	2
Bim-Bcl-2	-7	-2	-9	-7	1	0	2
